Source: PubChem
pAkt inh – Akt phosphorylation inhibition; Neuro2A IGF-stimulated pAkt S473 HTRF, 20 min; hits give low values; activity change, % for hits at 50 µM; AID 651550; 360,000 compounds, 0.32% hits; in the data active means activity change below about -80%; inconclusive means mostly about -51% to -80%; further: on the % scale 0 is the no-effect control and ±100 the full control effect
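Neuro2A cells in DMEM with 0.5% FBS, overnight at 37 deg C, given compound at single 50 µM final, then IGF (6 nM final) for 20 min at 37 deg C. Lysed; phospho-Akt Ser473 by HTRF after 24 h, 665/615 ratio.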
DRD3 antagonist – antagonists of human D3 dopamine receptor; P35462; D3R cells, DiscoveRx beta-arrestin luminescence, antagonist mode; hits give low values; max response, negative = inhibition, %; 360,000 compounds, 2.5% hits; in the data active means max response below about -50%; inconclusive means no clear call, values can overlap the other calls; further: on the % scale 0 is the no-effect control and ±100 the full control effect; mostly tested at two doses, the higher about 12 µM
Target sequence (P35462 whole entry, looked up): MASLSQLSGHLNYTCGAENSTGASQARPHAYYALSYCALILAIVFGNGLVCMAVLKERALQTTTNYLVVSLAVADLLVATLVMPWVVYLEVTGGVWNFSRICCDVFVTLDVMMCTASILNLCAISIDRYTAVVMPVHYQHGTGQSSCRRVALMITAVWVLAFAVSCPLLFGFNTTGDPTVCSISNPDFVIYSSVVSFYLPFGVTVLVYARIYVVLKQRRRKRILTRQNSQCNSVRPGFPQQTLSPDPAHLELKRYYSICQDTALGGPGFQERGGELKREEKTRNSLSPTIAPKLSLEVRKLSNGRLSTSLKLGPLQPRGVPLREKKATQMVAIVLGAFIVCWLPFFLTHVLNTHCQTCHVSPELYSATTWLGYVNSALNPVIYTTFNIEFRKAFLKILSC
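Cells expressing the human receptor were seeded at 1500 cells/well, incubated overnight at 37 degrees C in 5% CO2, then exposed to library compounds with dopamine controls for 90 minutes at 37 degrees C before luminescent detection.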
GLP-1R agonist – agonists of human GLP-1 receptor. Potency, µM (series often up to 45.6 µM), inactives show at the top dose activation, hits mostly activators. AID 624172. HEK293 GLP-1R CRE-luciferase, luminescence, 4-6 h; cells express a hypersensitive GLP-1R form. 380,000 compounds, 0.007% hits; further: potency means the concentration at half of the fitted maximal effect; % of control where 0% means no effect
FUS suppressor – suppressors of FUS proteinopathy in yeast | S. cerevisiae FUS-expressing, growth rescue, OD600, 24 h | Potency, µM (highest dose often 76.6 µM), inactives show top-dose growth rescue (activation), actives largely listed as activators | 390,000 compounds, 0.24% hits | AID 1347120;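 further: potency means the concentration at half of the fitted maximal effect; plate controls were DMSO vehicle for no effect and reference control for full effect; nearly all actives have a fitted effect of over 55% in size; some results filed as inactive show a strong effect at the top dose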
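S. cerevisiae expressing FUS from galactose induction served as the toxicity model. Growth after 24hr at 30C, read as absorbance at 600 nm, indicates suppression of toxicity; compounds dosed at several concentrations.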
PTHR1 agonist – agonists of human PTHR1 parathyroid hormone receptor. Q03431. HEK293 GP2 PTHR1 cells, GloSensor cAMP luminescence, 1 h. Potency, µM (highest dose often 115 µM), without a hit: at the highest dose activation, usual class: activators. 410,000 compounds, 0.075% hits. AID 743266; further: potency means the concentration at half of the fitted maximal effect; nearly all actives have a fitted effect of over 55% in size; some results filed as inactive show a strong effect at the top dose; inactives centre near -15; many of its hits are not listed in these tables
Target sequence (Q03431 whole entry, looked up): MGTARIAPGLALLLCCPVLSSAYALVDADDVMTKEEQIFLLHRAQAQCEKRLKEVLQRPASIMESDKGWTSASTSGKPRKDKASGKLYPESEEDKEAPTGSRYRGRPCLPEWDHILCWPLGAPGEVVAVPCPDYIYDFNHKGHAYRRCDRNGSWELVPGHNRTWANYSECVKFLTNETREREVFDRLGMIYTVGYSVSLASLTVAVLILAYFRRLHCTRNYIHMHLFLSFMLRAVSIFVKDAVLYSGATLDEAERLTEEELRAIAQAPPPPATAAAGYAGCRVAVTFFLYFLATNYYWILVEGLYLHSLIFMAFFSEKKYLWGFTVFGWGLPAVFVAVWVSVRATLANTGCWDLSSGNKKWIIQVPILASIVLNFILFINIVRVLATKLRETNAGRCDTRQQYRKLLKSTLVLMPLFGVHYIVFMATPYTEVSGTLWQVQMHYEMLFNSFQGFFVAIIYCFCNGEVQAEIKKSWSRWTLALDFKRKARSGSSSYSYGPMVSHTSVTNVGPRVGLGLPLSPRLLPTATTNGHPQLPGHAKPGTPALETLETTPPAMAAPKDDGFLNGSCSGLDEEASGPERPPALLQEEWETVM
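HEK-293-derived GP2 cells expressing PTHR1 and a GloSensor cAMP reporter, 3,000/well, plated overnight, given luciferin plus IBMX (each 0.5 mM as added) for 1 h at 37 °C, then compound for 1 h at 37 °C. Luminescence was read after 15 min at room temperature.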
Abeta yeast res – compounds reversing amyloid beta toxicity in yeast | yeast expressing A-beta42, growth rescue, OD600, 48 h; response scale: 0% DMSO, 100% iron-clioquinol control | Potency, µM (doses to about 46.1 µM), without a hit: at the highest dose growth rescue, hits mostly activators | 410,000 compounds, 0.063% hits | AID 1347071; further: potency means the concentration at half of the fitted maximal effect; nearly all actives have a fitted effect of over 55% in size
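Yeast growth medium received pinned compounds, then yeast cells expressing toxic A-beta were added; plates incubated at 30 C for 48 hr. Growth read as absorbance at 600 nm, normalized to DMSO and equimolar FeCl3 plus clioquinol controls.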
TDP43 rescue – TDP-43 toxicity inhibition in yeast. TDP-43 expressing yeast growth rescue, BacTiter-Glo, 24 h. Potency, µM (doses to about 46.1 µM), without a hit: top-dose growth rescue (activation), hits mostly activators. 410,000 compounds, 1.8% hits. AID 652104; further: potency means the concentration at half of the fitted maximal effect; % of control where 0% means no effect; nearly all actives have a fitted effect of over 50% in size
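Readout is BacTiter-Glo luminescence of cell growth, so inhibitors register as activators. TDP-43-expressing yeast at OD600=0.02 in galactose medium, after raffinose pregrowth to mid-log, were incubated with compound for 24 hr at 30 deg C.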
aSyn yeast inh – inhibitors of alpha-synuclein toxicity in yeast. 370,000 compounds, 0.14% hits. Yeast expressing alpha-synuclein, growth rescue, BacTiter-Glo, 24 h. Potency, µM (series often up to 46.1 µM), inactives show at the top dose growth rescue (activation), actives largely listed as activators; further: potency means the concentration at half of the fitted maximal effect; % of control where 0% means no effect; nearly all actives have a fitted effect of over 65% in size
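Galactose-induced alpha-syn yeast (OD600=0.02, raffinose-pregrown) + pinned cpd, 24 hr, 30 deg C; growth by BacTiter-Glo luminescence. Growth restoration scores as activation.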
GLP-1R inv ag – acts as inverse agonist at human GLP-1 receptor | 410,000 compounds, 1.6% hits | HEK293 GLP-1R CRE-luciferase, luminescence, 24 h; GLP-1R form is constitutively active | Potency, µM (titrated, usually from 38.3 µM), for inactives: top-dose activity change, negative = inhibition, most hits filed as inhibitors | P43220 | AID 624417; further: potency means the concentration at half of the fitted maximal effect; on the % scale 0 is the no-effect control and ±100 the full control effect; nearly all actives have a fitted effect of over 55% in size
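Assay principle: reduced luminescence from a cAMP-responsive reporter in HEK293 cells co-expressing a constitutively active GLP-1R. Conditions: 24 hr compound incubation, 37 deg C, 5% CO2.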
The depositor's hits bear a star; i = inactive; ? = inconclusive; . = not tested or not shown; & = joins results of further samples; [ ] = dose if it differs, or a comment. Unless noted, the call rests on the fitted dose curve; in most records, active means well fitted curve in the direction sought with a large enough effect; inconclusive means small, poorly fitted or top-dose-only effect, or another doubt; inactive means no such curve, though single readings can be large; an effect the other way counts as inactive or inconclusive.

Compound,GLP-1R inv ag,Abeta yeast res,PTHR1 agonist,FUS suppressor,TDP43 rescue,pAkt inh,aSyn yeast inh,GLP-1R agonist,DRD3 antagonist
Cc1cnc(C(=O)OCC(=O)N2CCN(C(=O)c3ccco3)CC2)cn1,6%,-6%,i,.,8%,i,0%,3%,-1
O=C(Nc1ccc(S(=O)(=O)Nc2ncccn2)cc1)C1=NN(c2ccccc2)C(=O)CC1,9%,-1%,-5%,20%,1%,i,8%,-3%,-7
COc1ccc(N2C(=O)CC(N3CCC(O)(c4ccc(Cl)cc4)CC3)C2=O)cc1 (configuration not stated),7%,-15%,-4%,4%,0%,i,20%,20%,9
CCOC(=O)C1=C(O)C(=O)N(Cc2ccccc2)C1,12%,5%,i,-3%,-4%,i,7%,-5%,0
Cc1c(C(=O)Nc2nnc(C3CC3)s2)oc2c(Cl)cccc12,-4%,0%,-19%,4%,-20%,i,-5%,1%,19
Cc1ccc(CCNC(=O)C2CCN(S(=O)(=O)c3cccc4cccnc34)CC2)cc1,-25%,0%,-16%,13%,-2%,i,0%,14%,-4
O=C(CN1C(=O)NC2(CCCC2)C1=O)Nc1ccccc1-c1ccccc1,-11%,-10%,i,-8%,3%,i,3%,7%,4
CCOc1ccc2c(c1)c(N=NC(N)=S)c(O)n2C,-1%,7%,-6%,-6%,12%,i,-7%,-2%,-16

Record cards, as listed above. Screens in order: GLP-1R inv ag | Abeta yeast res | PTHR1 agonist | FUS suppressor | TDP43 rescue | pAkt inh | aSyn yeast inh | GLP-1R agonist | DRD3 antagonist
COc1ccc(N2C(=O)CC(N3CCC(O)(c4ccc(Cl)cc4)CC3)C2=O)cc1 (configuration not stated) across the screens: 7% | -15% | -4% | 4% | 0% | i | 20% | 20% | 9
Cc1cnc(C(=O)OCC(=O)N2CCN(C(=O)c3ccco3)CC2)cn1 across the screens: 6% | -6% | i | . | 8% | i | 0% | 3% | -1

(further entries)
Compound,GLP-1R inv ag,Abeta yeast res,PTHR1 agonist,FUS suppressor,TDP43 rescue,pAkt inh,aSyn yeast inh,GLP-1R agonist,DRD3 antagonist
Cc1ccc(NC(=O)c2ccc3c(c2)OCO3)cc1Cl,-27%,-12%,-50%[inhibitor],-24%,-7%,i,-8%,-1%,-14
CCOC(=O)c1c(S(=O)(=O)NCC(=O)Nc2ccc(Cl)c(C(F)(F)F)c2)c(C)n(C)c1C,?,-8%,-18%,?,-5%,.,.,.,.
CC1OC23CCCCC2C(C#N)(C(=N)O3)C1(C#N)C#N (configuration not stated),5%,7%,i,-7%,8%,i,-1%,-2%,4
Cc1cc(Br)ccc1NC(=O)CN1C(=O)C2C3CC(c4ccccc4)C(C3)C2C1=O (configuration not stated),10µM*,14%,-40%[inhibitor],.,?,i,?,-8%,59
COc1cccc(C(=O)C2CCCN(Cc3cccc(OCCO)c3)C2)c1 (configuration not stated),-15%,3%,i,6%,-9%,i,2%,4%,?
CCC1CCc2sc(C(=O)NCc3ccccn3)cc2C1 (configuration not stated),?,-3%,-17%,13%,17%,i,11%,2%,-8
COc1ccccc1N(C)S(=O)(=O)c1ccc(C(=O)OCC(N)=O)cc1,-3%,-13%,-12%,-1%,-21%,i,4%,1%,9
Cc1cc(C)cc(NC(=O)C(Nc2ccccc2)c2ccccc2)c1 (configuration not stated),?,?,i,23%,22%,i,13%,-2%,23
Cc1nn(Cc2ccccc2)c(C)c1NC(=O)c1cc(-c2ccco2)on1,0%,?,-8%[57.5 µM],24%,-7%,i,3%,-1%,13
CCCCCCn1c(N)c(C#N)c2ccc([N+](=O)[O-])cc2c1=O,1%,9%,-11%,-38%,10%,i,0%,3%,13
CCOc1cc(/C=N/N=C2/NC(=O)C(CC(=O)O)S2)ccc1OCc1ccc(Cl)cc1Cl (configuration not stated),-3%,-8%,i,23%,17%,i,-8%,-1%,-15
CCCCN(C(=O)CSCC(=O)Nc1ccc(OC)cc1)c1c(N)n(CC(C)C)c(=O)[nH]c1=O,15%,9%,-21%,8%,11%,i,-7%,-1%,16
O=C(NC1CCCCC1)C(CCc1ccccc1)n1c(=O)c(-c2ccccc2)nc2ccccc21 (configuration not stated),?,6%,-3%,32%,18%,i,-1%,.,-17
COc1ccccc1-c1nc2c(c(SCC(=O)Nc3c(C)cc(C)cc3C)n1)Cc1c(CO)cnc(C)c1O2,-10%,0%,-30%[inhibitor],-14%,12%,.,.,.,.
CCOC(=O)c1cc(-c2ccccc2)nn1CC1CC(c2ccc(Cl)cc2)=NO1 (configuration not stated),?,25%,-62%[inhibitor],14%,?,i,9%,2%,27
O=C1C2C(C(=O)N1Cc1cccnc1)C1C=CC2C12CC2 (configuration not stated),19%,18%,-6%,29%,-15%,i,-3%,-1%,14
O=S(=O)(NCc1ccc(Cl)cc1)c1ccc(Cl)nc1,-7%,-8%,i,-3%,21%,i,0%,-9%,-7
O=C(CSc1nnc2n1CCCN2)c1ccccc1,-6%,1%,-12%,2%,-13%[1.82 µM],i,-10%,6%,1
CCc1ccc(N(CC(=O)NC2CCCCC2)C(=O)CCC(=O)Nc2ccccn2)cc1,13%,-2%,-2%,6%,-4%,i,0%,7%,3
CCCCn1c(N)c(N(CCOC)C(=O)COC(=O)C(C)(C)Oc2ccc(Cl)cc2)c(=O)[nH]c1=O,5%,-12%,-11%,17%,1%,i,-3%,-1%,-15
CCS(=O)(=O)N1CCN(C(=O)c2ccc3nc(C)c(N(C)C(=O)CCc4ccccc4)n3c2)CC1,6%,-12%,-24%,-17%,11%,i,-2%,-3%,52
C[C@H](NC(=O)c1ccco1)C(=O)Nc1nc(-c2ccccn2)cs1,-7%,-2%,i,.,16%,i,-3%,-4%,-2
CC(C)OP(=O)(OC(C)C)C1(NS(=O)(=O)c2ccc(Cl)cc2)C=C(Cl)C(=O)C(Cl)=C1,?,-12%,-60%[inhibitor],-14%,-6%,.,-17%,-4%,0
COc1ccc(NC(=S)NCC(c2cccnc2)N2CCOCC2)cc1 (configuration not stated),6%,7%,i,1%,-21%,i,0%,9%,-2
CCC(OC(=O)c1nsc(Cl)c1Cl)C(=O)NCCc1ccccc1 (configuration not stated),-11%,-1%,i,11%,3%,i,11%,9%,8
COCCCNC(=S)NNC(=O)Cn1nc(C)c(Br)c1C,0%,9%,i,-8%,13%,i,-9%,-2%,5
CC1=C(C(=O)OC2CCCCCC2)C(c2ccc(Cl)cc2)CC(=O)N1 (configuration not stated),20%,-3%,-2%,-13%,18%,.,.,0%,.
O=C1CCCN1CC1CCN(Cc2nc(CC3CC3)no2)CC1,3%,-6%,-9%,-1%,1%,i,-2%,6%,-4
O=C(Nc1ccccc1Br)N1CCN2CCCCC2C1 (configuration not stated),12%,-3%,i,2%,4%,.,.,.,.
CCC1Oc2ccc(C)cc2N(CC(=O)NCCCN2CCCC2)C1=O (configuration not stated),-19%,12%,-20%,6%,1%,i,0%,18%,-68*
COc1cc(OC)cc(C(=O)N[C@H](C(=O)OCC(=O)Nc2ccc(F)c(F)c2)C(C)C)c1,-8%,1%,i,.,13%,i,7%,-2%,35
COc1ccc(-c2nc(CS(=O)(=O)CC(=O)NCc3ccc4c(c3)OCO4)c(C)o2)cc1,-7%,-6%,i,20%,5%,i,7%,-6%,9
Fc1cccc(NC(=S)NCc2ccccn2)c1,?,?,28%,-5%,-8%,i,-7%,3%,4
Cc1cccc(NC(=O)C(=O)NCCCN2CCOCC2)c1,-9%&3%,1%&-8%,-11%&-8%,24%&8%,-20%[0.397 µM],i,-8%&-2%,15%&-2%,3
CCc1nn(CC(=O)N2CCN(CC)CC2)c(=O)c2cccn12,-15%,13%,0%,-28%,4%,i,4%,0%,2
Cc1ccc(N2CC(NS(=O)(=O)c3cccs3)CC2=O)cc1 (configuration not stated),-7%,3%,-15%,-4%,12%,i,5%,3%,3
CCN(CC)c1ccc(/C=N/N2CCN(c3ccccc3OC)CC2)cc1,0%,13%,-18%,-5%,-2%,i,-2%,6%,-28
CS(=O)(=O)N1CCN(C(=O)c2ccccc2)C1,2%,-2%,i,2%,-10%,i,-1%,-3%,-15
COc1cc(C2C3=C(Nc4nc(N)[nH]c(=O)c42)c2ccccc2C3=O)ccc1O (configuration not stated),-14%,2%,-1%,?,-20%,i,-7%,0%,0
CCOc1ccc(S(=O)(=O)N2CCC(C(=O)OC(C)C(=O)NC3CCCCC3C)CC2)cc1 (configuration not stated),-13%,-14%,-11%,.,0%,i,2%,-1%,15
CCCn1c(N)c(N(CCOC)C(=O)c2cc3c(s2)CCCCC3)c(=O)[nH]c1=O,7%,-6%,i,0%,8%,i,1%,-6%,16
Cc1nc(NC(=O)CN(C)S(=O)(=O)c2ccc(Cl)cc2)sc1C,0%,-27%,i,29%,2%,.,1%,2%,?
CC(C)NS(=O)(=O)c1ccc(OCC(=O)NCc2cccnc2)cc1,-12%,0%,-8%[57.5 µM],-9%,-17%,i,-2%,-2%,-5
O=C(Nc1noc2ccccc12)c1cccc(Cl)c1Cl,11%,-6%,-12%,-17%,29%,.,.,.,.
OCC1(CC2CCCCO2)CCN(Cc2ccccc2-c2ccco2)CC1 (configuration not stated),?,-20%,i,-3%,-19%,i,-1%,-1%,-10
COc1ccccc1-c1noc(CSc2nc(C)cc(=O)[nH]2)n1,7%,12%,-10%,15%,2%,i,1%,2%,6
COc1ccccc1C(=O)NNC(=O)c1csc(N2CCOCC2)n1,-14%,9%,i,-10%,-20%,i,-1%,6%,11
O=c1c(Cc2ccc(F)cc2)c(O)ccn1CCCn1ccnc1,0%,0%,i,-7%,10%,i,0%,-4%,17

Only part of the results is shown; count on the stated rates, not on these rows.
